# Bioassay records (PubChem)
# RAD52 anneal inh – inhibitors of human RAD52 DNA annealing | P43351 | recombinant RAD52 DNA annealing, FRET fluorescence | AID 651710 | inhibition, % at 18.7 µM | 360,000 tested, 0.46% active;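 active = every replicate showing at least 50% inhibition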
# Target sequence (P43351 whole entry, looked up): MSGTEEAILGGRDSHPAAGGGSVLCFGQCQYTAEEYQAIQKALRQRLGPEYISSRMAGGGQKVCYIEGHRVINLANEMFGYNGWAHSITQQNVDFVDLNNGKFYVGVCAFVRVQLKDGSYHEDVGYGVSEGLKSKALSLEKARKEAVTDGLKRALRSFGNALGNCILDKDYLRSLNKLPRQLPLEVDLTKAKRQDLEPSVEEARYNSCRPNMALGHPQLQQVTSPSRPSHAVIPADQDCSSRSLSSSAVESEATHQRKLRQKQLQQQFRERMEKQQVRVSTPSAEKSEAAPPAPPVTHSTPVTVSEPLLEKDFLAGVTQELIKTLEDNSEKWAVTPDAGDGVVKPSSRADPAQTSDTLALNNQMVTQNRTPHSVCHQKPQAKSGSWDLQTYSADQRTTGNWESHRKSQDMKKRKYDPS
# ERp5 block – blocks human ERp5 reductase activity on insulin. Q15084. ERp5 insulin aggregation, absorbance 650 nm, 90 min. inhibition, % at 9.99 µM. 350,000 tested, 0.05% active. AID 651711;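 active = mean replicate inhibition above about 25%, with every replicate also reaching it, limit read from the data, passing the limit was not always enough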
# Target sequence (Q15084 whole entry, looked up): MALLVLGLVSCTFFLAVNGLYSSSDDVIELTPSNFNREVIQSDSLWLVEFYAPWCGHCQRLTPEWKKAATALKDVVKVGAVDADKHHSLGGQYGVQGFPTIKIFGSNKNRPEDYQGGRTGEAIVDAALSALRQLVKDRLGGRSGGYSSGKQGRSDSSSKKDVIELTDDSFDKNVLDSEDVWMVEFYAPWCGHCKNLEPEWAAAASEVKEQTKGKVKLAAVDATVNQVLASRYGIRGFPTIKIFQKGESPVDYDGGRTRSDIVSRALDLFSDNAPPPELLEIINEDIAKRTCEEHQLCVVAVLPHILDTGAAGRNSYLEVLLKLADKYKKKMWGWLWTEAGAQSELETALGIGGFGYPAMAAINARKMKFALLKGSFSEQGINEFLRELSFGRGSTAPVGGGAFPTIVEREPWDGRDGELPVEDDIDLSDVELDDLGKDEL
# Xi reactivation – X-chromosome reactivation activator. activation, % at 7.58 µM. 360,000 tested, 0.055% active. XiGFP mouse fibroblasts, % GFP-positive cells imaging, 3 d; cells co-treated with 5-aza-dC sensitizer; scaled so ellipticine positive control = 100%. AID 743238;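 active = mean normalized replicate activation at least 10% and every replicate at or above 10%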;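 also: 0% = median of on-plate neutral control wells and 100% = ellipticine 6 µM median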
#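 Schedule: 3 d treatment, 15 min room-temperature fixation; system: 68-5-11 XiGFP fibroblast line; buffer or medium: DMEM plus 5-aza-dC sensitizer; control set: ellipticine 6 µM positive control; compound: one concentration, pinned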
# E-sel inducer – E-selectin induction on HUVECs; AID 686992; 260,000 tested, 0.37% active; HUVEC E-selectin immunofluorescence imaging; normalized: neutral wells 0, TNF-alpha wells 100; P16581; activation, % at 7.58 µM;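 active = mean E-selectin-positive cell signal at least 10% of the positive control, reached in at least 60% of replicates, without over 20% cell loss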;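 also: in these data hits start at about 27%; measured in HUVEC primary endothelial cells; signal is the percent of cells scored E-selectin positive by PE staining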
#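 material = human umbilical vein endothelial cells (HUVEC), E-selectin induction | quantity = 3,000 cells/well | medium = EGM-2 growth medium on 0.1% gelatin-coated wells | technique = immunofluorescence imaging | read-out basis = % PE-positive cells | control set = TNF-alpha positive control, DMSO neutral control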
# ERAP1 inh – inhibitors of human ERAP1 aminopeptidase; Q9NZ08; inhibition, % at 10.7 µM; 340,000 tested, 0.15% active; recombinant ERAP1, Leu-AMC fluorescence, 60 min; AID 652197;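 active = mean replicate inhibition of at least 30%, or all replicates individually reaching that 30% level; inactive = mean below 30% and not every replicate reaching it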;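 also: 0% = neutral control wells and 100% = L-leucinethiol positive control wells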
# RAD54 branch – blocks human RAD54 Holliday junction branch migration. 360,000 tested, 0.14% active. inhibition, % at 10.4 µM. Q92698. FAM/BHQ fluorescence;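 active = mean normalized replicate activity at least 40 and at least half of replicates scoring 40 or more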;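 also: 0% = median of neutral control wells and 100% = median of positive control wells; inhibitors cause a drop in the FAM fluorescence signal; in these data hits start at about 50%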
# esBAF inh – inhibitors of esBAF chromatin remodeling in mouse ES cells; Bmi1-luciferase knock-in reporter, 24 h; 100% = twice the neutral-well signal; reporter increase, % at 12.5 µM; 350,000 tested, 2% active; AID 602393; in the data active = activation above about 40%;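 also: 0% = median of the plate's neutral control wells and 100% = double that signal; a rise in the Bmi1 reporter signal indicates esBAF inhibition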
# S100A4 MyoIIA – inhibitors of human S100A4 binding to myosin IIA peptide; P26447; S100A4/TAMRA-MyoIIA peptide fluorescence polarization; inhibition, % at 10.7 µM; 360,000 tested, 0.14% active; AID 652163;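 active = mean inhibition of at least 70% across replicates, with every replicate also reaching that level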
# Target sequence (P26447 whole entry, looked up): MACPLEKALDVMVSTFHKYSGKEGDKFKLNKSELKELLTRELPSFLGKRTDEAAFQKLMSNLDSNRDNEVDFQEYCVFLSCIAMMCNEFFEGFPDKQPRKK
#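 Material: S100A4 monomer protein / Buffer or medium: 50 mM HEPES pH 7.2, 10 mM CaCl2, 100 mM KCl / Times: 5 min incubation before reading / Benchmarks: neutral control DMSO, positive control TFP / Reagent: labelled myosin peptide probe, 5 nM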
# Numbers without * were called inactive; nt = not tested or not shown; & = joins results of further samples. Rows are unselected; about 2.5% have a hit in one of these screens.
SMILES	RAD52 anneal inh	ERp5 block	Xi reactivation	E-sel inducer	ERAP1 inh	RAD54 branch	esBAF inh	S100A4 MyoIIA
O=C(CN(Cc1ccccc1)S(=O)(=O)c1ccc(F)cc1)NCc1ccccn1	-6	-4	0.4	nt	-7	1	-3	-1
Cn1nc(-c2ccccc2)c(N2CCCCC2)cc1=O	-5	-7	-0.1	0.0	-4	nt	nt	-6
O=C(/C=C/c1ccco1)Oc1ccc(C(=S)N2CCOCC2)cc1	-3	-2	0.2	nt	16	nt	nt	-2
CC(C)(C)OC(=O)N1CCC[C@H]1c1nnc(SCc2cccc(Cl)c2)o1	3	-2	-0.1	nt	-5	nt	nt	2
CC1CCCCC1NC(=O)COC(=O)c1cc(=O)c2ccccc2o1 (configuration not stated)	-12	-3	0.4	-0.1	1	nt	nt	-2
Cc1cc(C)c(NC(=O)CNC(=O)c2ccc3c(=O)n4c(nc3c2)CCC4)c(C)c1	-5	-1	0.3	0.7	-2	2	1	0
Cc1ccc(C(=O)C2=C(O)C(=O)N(CC3CCCO3)C2c2ccccc2F)o1 (configuration not stated)	-17	-3	0.1	1.0	2	-4	0	0
O=C1[C@H]2[C@@H](c3ccc(F)cc3)N3C(=O)N(c4ccc(Br)cc4)C(=O)[C@@]3(Cc3ccc(Cl)cc3)[C@H]2C(=O)N1C1CCCCC1	-20	-1	0.0	-0.1	-3	11	-8	1
Cc1ccc(CCN2CCN=C2Nc2ccccc2)cc1	0	-2	0.0	-0.1	-5	-2	7	1
CN(C)Cc1c(-c2ccc(Cl)cc2)nc2ccccn12	-16	-2	0.5	2.1	1	3	34	0
C[C@@H]1CN([C@@H](C)CO)C(=O)c2ccccc2-c2ccccc2CO[C@@H]1CN(C)Cc1ccc2c(c1)OCO2	10	0	-0.1	-3.8	-4	-7	-3	-20
CCOc1[nH]n(-c2ccccc2)c(=O)c1C=Nc1ccccc1	-14	-2	0.0	nt	-2	-2	7	-9
C/C(=N\NC(=O)c1nnn(-c2nonc2N)c1-c1cccs1)c1ccncc1	3	-5	0.0	nt	-5	4	-3	0
Cc1noc(C)c1NC(=O)Nc1ccc2c(c1)CC(=O)N([C@H](C)CO)C[C@@H](C)[C@@H](CN(C)Cc1ccc(-c3ccccc3)cc1)O2	26	-2	-0.1	1.0	2	nt	-2	5
CCCCN(C(=O)C1CSC2(C)CCC(=O)N12)c1c(N)n(CC(C)C)c(=O)[nH]c1=O (configuration not stated)	-3	8	0.6	0.4	1	-5	-6	0
CC(C)Nc1ccc(C(CC(N)=O)NC(=O)Cc2ccc(Cl)cc2)cc1[N+](=O)[O-] (configuration not stated)	-136	8	0.1	-0.1	nt	-10	-11	-3
CN(C)c1cc[n+](CC(=O)Nc2cccc([N+](=O)[O-])c2)cc1	2	6	0.4	-0.7	-2	-5	4	-1
Cc1cc(C(=O)CSc2cccc[n+]2[O-])c(C)n1-c1ccc(OC(F)F)cc1	-11	2	1.5	nt	1	nt	nt	0
C[C@H](CO)N1C[C@H](C)[C@@H](CN(C)S(=O)(=O)c2ccccc2F)Oc2cc(C#Cc3cccc(F)c3)ccc2S1(=O)=O	5	0	0.4	2.2	5	-19	4	4
O=C(CNC1CCCCC1)NCC1(c2ccccc2)CCCC1	-1	24	0.1	-0.6	-2	nt	nt	-2
COc1ccc(NC(=O)c2cccnc2)c([N+](=O)[O-])c1	6	-5	0.0	nt	-1	nt	nt	-4
CCn1cc(CN2CCCC(CNS(=O)(=O)c3ccc(OC)cc3)C2)cn1 (configuration not stated)	-28	-12	0.1	-0.3	-6	8	nt	-3
CCCN(C)C[C@H]1Oc2ncc(-c3ccccc3)cc2C(=O)N([C@H](C)CO)C[C@H]1C	7	6	0.1	0.2	1	0	1	-4
CCCN1C[C@@H](C)[C@H](OC)CN(C)C(=O)c2cc(NC(=O)c3ccc(F)cc3)ccc2OC[C@@H]1C	4	5	0.4	-0.2	0	2	-3	3
COc1cccc(CN2CCNC(=O)C2CC(=O)NCCc2nc(C)c(C)s2)c1OC (configuration not stated)	-22	7	0.6	0.0	-5	nt	nt	0
Cc1cc(C)nc(N2CCCC(C(=O)NCCc3ccccc3F)C2)n1 (configuration not stated)	-6	-2	nt	nt	0	10	-4	1
COCCN(C(=O)CN1CCc2ccccc21)c1c(N)n(Cc2ccccc2)c(=O)[nH]c1=O	-40	1	0.4	15	-2	0	-7	-17
CCCOc1ccc(F)cc1-c1cc(C(=O)Nc2cc(OC)c(OC)c(OC)c2)[nH]n1	-1	5	-0.1	0.0	-6	1	1	2
C[C@H](CO)N1C[C@H](C)[C@H](CN(C)C(=O)NC2CCCC2)Oc2ncc(C3=CCCC3)cc2C1=O	12	-4	0.1	nt	1	-4	-7	-25
C[C@@H]1CN([C@@H](C)CO)C(=O)c2cc(NC(=O)Nc3cccc4ccccc34)ccc2O[C@@H]1CN(C)Cc1ccc(Cl)c(Cl)c1	-1	10	-0.7	-0.2	0	6	-3	23

# 3 compounds from above, limited to RAD52 anneal inh, ERAP1 inh and Xi reactivation.
structure | RAD52 anneal inh | ERAP1 inh | Xi reactivation
CCCN(C)C[C@H]1Oc2ncc(-c3ccccc3)cc2C(=O)N([C@H](C)CO)C[C@H]1C | 7 | 1 | 0.1
C[C@H](CO)N1C[C@H](C)[C@H](CN(C)C(=O)NC2CCCC2)Oc2ncc(C3=CCCC3)cc2C1=O | 12 | 1 | 0.1
COc1ccc(NC(=O)c2cccnc2)c([N+](=O)[O-])c1 | 6 | -1 | 0.0

# Remaining list, next part
SMILES	RAD52 anneal inh	ERp5 block	Xi reactivation	E-sel inducer	ERAP1 inh	RAD54 branch	esBAF inh	S100A4 MyoIIA
CN(C)CC(=O)N[C@H]1CC[C@@H](CCNS(=O)(=O)c2ccccc2)O[C@H]1CO	-7	-7	0.0	-0.2	-4	1	5	5
CC(C)Cn1c(=O)c2c(nc3n2CCCN3Cc2ccccc2)n(C)c1=O	-14	2	0.0	-0.1	5	5	8	6
CC1=C(C(=O)N2CCCC(N3CCN(c4ccccc4F)CC3)C2)OCCO1 (configuration not stated)	-4	-1	0.2	-0.3	1	6	0	-3
O=S(=O)(NCc1ccccc1)c1ccc(Br)c2nsnc12	-36	-1	0.0	nt	0	-10	2	-1
Cn1c(Cc2cccc3ccccc23)nnc1SCC(=O)N1CCN(c2ccccc2)CC1	-15	2	nt	nt	1	-2	3	-1
COc1ccccc1CN1CCCC(N2CCN(c3ccc(F)cc3)CC2)C1 (configuration not stated)	-9	0	0.2	-0.1	0	-16	-1	-16
Cc1noc(C)c1COc1ccc(C(=O)OCC(=O)NCc2ccccc2Cl)cc1	0	-1	0.5	0.4	-9	6	28	-4
Cc1cccc(CNc2ccc(C(CC(N)=O)NC(=O)Cc3cccc4ccccc34)cc2[N+](=O)[O-])c1 (configuration not stated)	1	-3	0.0	0.7	-3	-3	-1	6
COc1ccc(C#Cc2ccc3c(c2)[C@@H]2[C@@H](CCN2C(=O)C2CCCCC2)[C@H](CO)N3)cc1	nt	nt	0.4	2.5	nt	7	-2	nt
O=c1oc2cc(Oc3ccc(C(F)(F)F)cc3[N+](=O)[O-])ccc2c2c1CCC2	-8	-8	0.2	nt	2	-1	nt	-4
O=C(COc1ccc(Cl)cc1Cl)NCCN1CCCCC1	-14	4	0.0	nt	-5	-4	-12	0
C/C(=N\NC(=O)C1CCCC1)c1ccc(C(C)C)cc1	1	0	0.5	0.5	-5	0	26	1
C[C@@H]1CN([C@@H](C)CO)C(=O)c2cc(-c3ccccc3)cnc2O[C@H]1CN(C)Cc1cccnc1	-2	17	-1.1	0.1	1	-1	-2	1
CC[C@@]12C(=O)N(c3cccc(Br)c3)C(=O)N1[C@H](c1cccc(C)c1)[C@@H]1C(=O)N(Cc3ccccc3)C(=O)[C@@H]12	nt	nt	0.2	-0.2	nt	-7	-3	nt
CSc1nnc(C(C)(C)C)c(=O)n1/N=C/c1ccccc1O	-22	-2	-0.1	4.7	-2	nt	nt	0
CS(=O)(=O)c1ccc(Cl)c(NC(=O)C2CCN(S(=O)(=O)c3cccs3)CC2)c1	-15	-10	0.2	-0.1	-1	6	0	-2
COc1ccc(-c2noc(CNC(=O)c3ccc4c(c3)OCO4)n2)cc1OC	-13	4	0.3	22	-1	1	3	-1
COc1ccc(C(=O)NCCNc2nc3cc(C)c(C)cc3cc2C)cc1	-11	2	0.1	0.1	3	4	-12	-9
O=C(c1ccc(Cl)cc1)N1CCC(=O)N(C(CO)Cc2ccccc2)CC1 (configuration not stated)	1	2	-0.1	0.0	-2	-2	4	-3
Cc1ccc(S(=O)(=O)Nc2cccc3c2O[C@@H](CN(C)Cc2ccc(-c4ccccc4)cc2)[C@@H](C)CN([C@H](C)CO)C3=O)cc1	-29	5	0.0	0.0	-2	-3	-2	0
Cc1nn(C)c(-c2n[nH]c(=S)n2Cc2ccco2)c1Cl	-1	-4	0.1	-1.3	2	-7	nt	-4
COc1ccc(CN(CCC(c2ccc(F)cc2)C2CCOC(C)(C)C2)C(=O)c2ccco2)cc1 (configuration not stated)	-26	5	0.0	-0.2	-5	-14	-5&-2	1&11
C[C@@H]1CN([C@H](C)CO)C(=O)Cc2cc(NC(=O)CCN3CCOCC3)ccc2O[C@@H]1CN(C)C	3	-4	0.0	nt	-3	5	10	0
COC(=O)C(Cc1ccccc1)NC(=O)CNS(=O)(=O)c1ccc(Br)cc1 (configuration not stated)	-12	1	0.1	nt	0	6	-4	-38
CCN1C(=O)c2cccc3c(S(=O)(=O)N4CCC(C)CC4)ccc1c23	-19	1	0.0	-0.6	2	10	4	-9
Clc1ccc(-c2nc3c4ccccc4ccn3c2Cc2cccc(Cl)c2)cc1	-88	-7	0.0	0.7	-1	nt	nt	1
CN(C)C(=O)c1ccc(-c2ccc([C@@H]3[C@@H](CO)N4CCCCN(C(=O)C5CCC5)C[C@H]34)cc2)cc1	5	-4	nt	nt	1	-5	nt	0
Clc1ccc(-c2nnc(NCCN3CCCC3)c3ccccc23)cc1	18	-5	0.1	-0.2	0	-7	-6	-6
CCC1CCc2sc(C(=O)N(C)CC(=O)Nc3ccc(OC)cc3)cc2C1 (configuration not stated)	-21	1	0.0	0.5	3	nt	nt	-2
CC(C)CN(C(=O)COC(=O)c1c2c(nc3ccccc13)CCC2)c1c(N)n(Cc2ccccc2)c(=O)[nH]c1=O	-52	0	0.5	0.1	-3	1	7	-3
COc1ccc2c(COC(=O)c3cccc(S(=O)(=O)NCC(C)C)c3)cc(=O)oc2c1	-23	5	0.0	nt	0	0	-4	-9
CCOC(=O)C1=C(O)C(=O)N(Cc2ccc(C(C)(C)C)cc2)CC1	-9	0	0.0	nt	0	nt	nt	-3
C[C@H]1CN([C@@H](C)CO)S(=O)(=O)c2ccc(C#Cc3ccc(F)cc3)cc2O[C@H]1CN(C)C(=O)NC1CCCCC1	-11	3	0.0	-2.3	2	0	5	-4
CSc1ccccc1OCc1cc(C(=O)N2CCNC(=O)C2)no1	-9	7	-0.1	0.0	3	2	6	2
